Source: PubChem BioAssay
MazF activator – MazEF (E. coli) toxin RNase activation. FAM/BHQ RNA-DNA oligo cleavage fluorescence, 5 h. activation, % at 20 µM. P0AE70. 350,000 tested, 0.32% active. AID 504720; in the data active means activation above about 50%
Target sequence (P0AE70 whole entry, looked up): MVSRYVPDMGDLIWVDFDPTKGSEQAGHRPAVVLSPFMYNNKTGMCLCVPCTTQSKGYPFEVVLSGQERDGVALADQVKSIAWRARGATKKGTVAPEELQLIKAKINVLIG
Rv3671c inh – Rv3671c (M. tuberculosis) protease inhibition; P9WHR9; inhibition, % at 5.96 µM; 320,000 tested, 0.048% active; AID 2606; in the data active means inhibition above about 38%;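 further: extracellular domain of Rv3671c used as enzyme; 0% = enzyme with DMSO and 100% = no enzyme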
VHR inh abs – DUSP3 (human) phosphatase inhibition. P51452. recombinant VHR phosphatase, pNPP absorbance. inhibition, % at 13.3 µM. 290,000 tested, 0.52% active; in the data active means inhibition above about 50%; further: some compounds called inactive have numbers as strong as hits
Target sequence (P51452 whole entry, looked up): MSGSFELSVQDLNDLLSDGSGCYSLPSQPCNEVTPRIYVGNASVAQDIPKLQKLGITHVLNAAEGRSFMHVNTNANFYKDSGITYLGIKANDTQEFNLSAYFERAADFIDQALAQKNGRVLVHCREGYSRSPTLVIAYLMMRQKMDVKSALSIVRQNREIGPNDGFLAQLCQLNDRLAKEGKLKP
Vc quorum ag – induces V. cholerae light production without autoinducers; V. cholerae BH1578 lux reporter, luminescence, 6 h; activation, % at 18.7 µM; 350,000 tested, 0.16% active; AID 588436; in the data active means activation mostly above about 9.7%, no sharp cut-off; further: not every result past the cut was called active; inactives centre near 0; reference of the scale not given here
BioA inh – blocks M. tuberculosis BioA enzyme activity | inhibition, % at 9.99 µM | 360,000 tested, 0.096% active | purified M. tuberculosis BioA enzyme, plate reader; in the data active means inhibition above about 40%
Mtb UGM inh – inhibitors of M. tuberculosis UDP-galactopyranose mutase; P9WIQ1; purified UGM, fluorescence polarization probe displacement; inhibition, % at 10 µM; 320,000 tested, 0.06% active; AID 504406; in the data active means inhibition above about 10%, passing the limit was not always enough
SARS 3CLpro inh – SARS-CoV 3CLpro protease inhibition | AID 1706 | 290,000 tested, 0.14% active | P0C6X7 | recombinant SARS-CoV 3CLpro, quenched FRET peptide cleavage | inhibition, % at 6 µM; in the data active means inhibition above about 12%
GDH-TPI counter – inhibits GDH-TPI coupling enzymes, artifact for Mtb FBA screen | inhibition, % at 4.8 µM | GDH-TPI coupled enzyme counterscreen, NADH absorbance | 360,000 tested, 1.2% active | AID 588335; in the data active means inhibition above about 30%;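 further: 0% = DMSO wells and 100% = wells lacking the enzyme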
PriA SSB inh – inhibitors of Klebsiella pneumoniae PriA binding to SSB C-terminal tail. AlphaScreen SSBct-PriA binding, biotinylated peptide. inhibition, % at 33 µM. 430,000 tested, 0.6% active; in the data active means inhibition mostly above about 37%, no sharp cut-off; inactive means mostly below about 20%;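 further: plate controls were negative control peptide for no effect and reference peptide for full effect; strong numbers were not always called active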
FBA Mtb inh – inhibitors of M. tuberculosis fructose-bisphosphate aldolase; P9WQA3; purified M. tuberculosis FBA, fluorescence read-out; inhibition, % at 1 µM; 360,000 tested, 2.3% active; AID 588726; in the data active means inhibition above about 27%;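 further: 0% = vehicle and 100% = reference inhibitor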
Target sequence (P9WQA3 whole entry, looked up): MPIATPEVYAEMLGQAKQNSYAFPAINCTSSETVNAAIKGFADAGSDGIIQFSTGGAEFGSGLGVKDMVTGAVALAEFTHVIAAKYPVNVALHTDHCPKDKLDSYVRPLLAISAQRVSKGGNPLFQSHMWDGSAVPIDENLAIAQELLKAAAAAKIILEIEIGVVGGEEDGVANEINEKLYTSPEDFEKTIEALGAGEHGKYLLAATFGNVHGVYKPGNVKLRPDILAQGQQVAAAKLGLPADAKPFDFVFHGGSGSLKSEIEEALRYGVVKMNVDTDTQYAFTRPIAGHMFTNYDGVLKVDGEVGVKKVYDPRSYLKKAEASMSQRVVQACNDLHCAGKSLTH
Active calls of the source: *; i = inactive; · = no result given. Not all compounds are listed (hit frequency here may not be typical).

SMILES	MazF activator	Rv3671c inh	VHR inh abs	Vc quorum ag	BioA inh	Mtb UGM inh	SARS 3CLpro inh	GDH-TPI counter	PriA SSB inh	FBA Mtb inh
CCn1nc(C)c(CNC(=O)Nc2ccccc2C(=O)OC)c1C	-3	-2	7	-0.3	0.9	3.6	-1	1	-11	8
CC(C)CNC(=O)C1(N2C(=O)c3ccccc3C2=O)CCCC1	11	·	·	1.2	-1.1	·	·	1	-9	2
COc1ccc(/C=C2\N=C(c3ccccc3Cl)NC2=O)cc1	-3	·	29	-0.8	-0.8	·	7	22	2	-3
CCCCC1(COC(=O)CCC(=O)O)C(=O)N(c2ccccc2)N(c2ccccc2)C1=O	-3	3	·	-0.3	-0.5	0.1	·	6	-2	-1
CC[C@H](C)[C@H]1CNC(=S)N1CC1CCN(CC)CC1	9	·	·	-0.7	-2.9	·	·	2	·	4
O=C(NC1C2CCCC1CN(C1CC1)C2)c1ccc(Cl)cc1 (configuration not stated)	1	·	19	0.5	-1.0	0.7	1	3	-9	3
CC(=O)N1CCN(S(=O)(=O)c2ccc(C)c([N+](=O)[O-])c2)C1C(C)C (configuration not stated)	-6	1	36	-0.4	·	-0.7	5	-1	0	-1
C/C(=N\Nc1ccc(Cl)cc1)c1c(O)cc(C)oc1=O	-3	-1	24	0.2	·	0.9	-1	4	·	0
Cc1c(CCC(=O)NCCCn2ccnc2)c(=O)oc2cc3oc4c(c3cc12)CCCC4	9	-3	16	0.2	-0.6	-0.2	-4	22	-3	17
CC(C)C(C)(NC(=O)c1cccn(Cc2ccc3c(c2)OC(F)(F)O3)c1=O)C(N)=O (configuration not stated)	4	10	12	-0.3	·	-1.9	2	11	6	14
S=C(NCC1CCCCC1)Nc1ccc(Oc2ccccc2)cc1	3	-22	-3	0.4	·	1.0	-1	0	-13	0
CC(C)=CCN1CCN(Cc2cccc3nccnc23)CC1CCO (configuration not stated)	-3	7	46	i	-0.7	-0.7	-2	31*	-3	-2
O=[N+]([O-])C1=CC=C2C(=NC3(CCCCC3)N2O)C1=NCCc1ccccc1	16	·	-4	i	·	·	4	5	25	0
CCC[C@@H]1CCCO[C@@](C(=O)NCc2cc(C)n(C)n2)(C(F)(F)F)C1	-11	0	·	-0.8	-0.8	-3.2	·	-8	4	2
Cc1ccc2c(c1)N(C(=O)CCC(=O)NCc1cccnc1)CC(C)O2 (configuration not stated)	-7	-4	9	-0.2	-0.7	1.5	-1	3	3	-1
CC1CC(C)(C)NC(=S)N1CCC(=O)Nc1ccc2c(c1)OCCO2 (configuration not stated)	7	-8	23	-1.4	·	-3.9	8	5	-12	1
COC(=O)c1ccc(CO/N=C(\NC(C)=O)c2nonc2NC(C)=O)cc1	6	2	21	i	-0.1	·	7	2	i	1
O=C1NC(=NCc2ccccc2)S/C1=C/c1ccc(O)cc1	-1	-9	-1	-0.2	·	0.8	0	29	9	-6
C#CCN(Cc1ccco1)C(=O)c1cc(COc2ccc(F)cc2Cl)on1	-5	-8	17	-3.2	·	-2.5	1	8	-10	0
O=C(NCCc1ccccc1)C(c1ccccc1F)N(C(=O)c1csnn1)C1CC1 (configuration not stated)	5	-2	20	-0.3	0.4	0.9	-3	-7	2	-1
O=C(N/N=C/c1ccc2nccnc2c1)c1ccncc1	1	5	-18	-1.1	-1.1	2.4	-3	15	i	1
COc1ccc(N(CC(=O)N2CCN(Cc3ccccc3)CC2)S(=O)(=O)c2ccccc2)cc1	10	4	10	2.2	1.5	-1.0	6	-6	-1	1
CCC(C)NS(=O)(=O)c1ccc(S(=O)(=O)N2CC=C(c3ccc(F)cc3)CC2)cc1 (configuration not stated)	-2	-6	1	-0.2	·	-0.2	3	-3	-7	-1
COc1cccc(N2CCN(c3c4c(nc5ncnn35)CCC4)CC2)c1	-3	-1	39	i	5.9	-0.3	-3	4	7	-1
COc1ccc(/C=N/NC(=O)CN2CCCCCCC2)c(C)c1C	-3	4	6	-0.4	·	2.1	2	11	i	1
COC(=O)c1cc(S(=O)(=O)Nc2cccc(S(N)(=O)=O)c2)oc1C	3	2	2	-0.4	·	2.3	0	13	-11	3
O=C(O)c1ccc(N2CCS(=O)(=O)CC2)cc1	1	7	20	-0.9	-0.9	0.2	4	-7	-10	1
COC(=O)C(C(=O)OC)N1C(=O)CCC1=O	2	-3	-6	i	-1.1	1.0	-5	5	-19	5
Cn1cccc1/C=N/N1CCN(Cc2ccc(Cl)cc2)CC1	0	-2	4	i	-3.2	-0.4	-5	4	i	3
CCCCCCCCCCCCCC(=O)NO	-12	·	·	5.6	·	·	·	11	2	4
Cc1ccc2nsnc2c1NC(=O)CCl	-24	-2	24	1.7	·	0.6	6	-3	-4	-2
O=C(CCC1N=C2c3ccccc3N=C(SCC(=O)NCc3ccco3)N2C1=O)NCc1ccco1 (configuration not stated)	-5	-4	4	-1.3	-2.3	1.2	-5	4	-2	12
COC(=O)c1ccc(NC(=O)CN2C(=O)C3C4C=CC(C4)C3C2=O)cc1 (configuration not stated)	6	3	0	0.9	-1.0	·	-3	7	-11	1
COc1cc(Br)cc(CNc2ccc(F)c([N+](=O)[O-])c2)c1O	-2	1	2	0.5	·	3.3	3	4	11	-4
O=C(CCCn1nnc2ccccc2c1=O)N[C@H](C(=O)O)c1ccccc1	-9	3	27	i	·	0.3	5	8	-3	3
Cc1ccc(C(=O)N2CC(=O)Nc3ccc(F)cc3C2c2ccc(F)cc2)cc1[N+](=O)[O-] (configuration not stated)	-1	-10	-5	-0.4	·	-1.3	-7	11	-4	1
Cc1cc(C)n2c(Br)c(CSc3nc4ccccc4o3)nc2n1	-8	-2	22	-3.2	2.0	-1.2	-8	5	34	11
CC(=O)Nc1cccc(NC(=O)Cc2cccs2)c1	9	-1	18	i	-0.1	2.1	-2	13	-8	0
CC(C)(C)CC(C)(C)Nc1c(-c2ccc(O)cc2)nc2cnccn12	2	-7	·	-0.7	1.9	3.0	-2	15	-3	59*
CCOc1ccc(/C=N/OCC(=O)NCc2ccco2)cc1	4	0	5	i	·	0.0	0	0	·	2

Compound profiles (already shown).
`COC(=O)c1ccc(NC(=O)CN2C(=O)C3C4C=CC(C4)C3C2=O)cc1` (configuration not stated) across the screens: MazF activator: 6; Rv3671c inh: 3; VHR inh abs: 0; Vc quorum ag: 0.9; BioA inh: -1.0; Mtb UGM inh: ·; SARS 3CLpro inh: -3; GDH-TPI counter: 7; PriA SSB inh: -11; FBA Mtb inh: 1
`COc1cc(Br)cc(CNc2ccc(F)c([N+](=O)[O-])c2)c1O` across the screens: MazF activator: -2; Rv3671c inh: 1; VHR inh abs: 2; Vc quorum ag: 0.5; BioA inh: ·; Mtb UGM inh: 3.3; SARS 3CLpro inh: 3; GDH-TPI counter: 4; PriA SSB inh: 11; FBA Mtb inh: -4

(more compounds)
SMILES	MazF activator	Rv3671c inh	VHR inh abs	Vc quorum ag	BioA inh	Mtb UGM inh	SARS 3CLpro inh	GDH-TPI counter	PriA SSB inh	FBA Mtb inh
COc1ccc(CNC(=O)Cc2cccs2)cc1OC	-6	-9	·	-10	0.4	-1.5	-9	3	14	0
CC1(C(=O)Nc2ccc(F)c(Cl)c2)Cc2c(-c3cccc(C(N)=O)c3)ccnc2O1 (configuration not stated)	·	·	·	-0.5	10	·	·	6	·	-5
COc1ccc(-n2nc(C(=O)NCC(=O)N3CCCCCC3)c3ccccc3c2=O)c(OC)c1	2	2	16	-0.2	-2.6	-1.1	-3	-2	4	2
CCCCNC(=O)CCSc1ccc(C)cc1	2	10	-8	-0.3	·	0.4	1	0	2	3
NC(=O)N=Nc1c2[nH]c3ccccc3nc-2c2ccccc12	10	-7	5	i	-0.4	-0.3	-1	36*	-12	2
CS(=O)(=O)c1ccc(CNC(=O)C2(C(F)(F)F)C/C(=C\Cc3ccccc3)CCCO2)cc1 (configuration not stated)	3	-1	·	i	-3.5	-0.3	·	0	-6	4
COc1cc(SC)ccc1C(=O)NC1CCCCC1	-6	3	-11	i	0.3	3.2	0	3	1	6
COc1ccc(C(=O)Cn2nnc(-c3ccc(N4CCOCC4)cc3)n2)cc1OC	-15	0	26	i	-4.4	-1.1	1	22	-1	-1
COc1ccc(/C=N/NC(=O)CCn2cnc(-c3ccccc3)c2-c2ccccc2)cc1OC	10	-2	5	i	·	3.0	0	-1	·	-1
Oc1cccc(C(=S)N2CCCCC2)c1	10	0	-5	-0.6	·	-0.1	3	-2	-8	-1
CC(C)c1ccccc1OCC(=O)N1CCCN(C)CC1	-1	-16	-2	0.7	0.8	0.7	-4	-5	8	-2
CCOC(=O)c1nnn(-c2nonc2-c2ccccc2)c1C	2	3	24	i	0.2	-1.0	-1	-3	-32	0
Cc1ccc(S(=O)(=O)N2CCN(C(=O)c3cccc(-n4cccc4)c3)CC2)cc1	-5	-10	·	i	-2.2	2.7	·	5	1	4
COC(=O)c1ccc(COC(=O)c2cnc(Cl)c(Cl)c2)cc1	12	1	12	i	-0.6	-1.4	7	-3	-6	2
CC(Oc1ccccc1F)C(=O)NNC(=O)C1CC(=O)N(c2ccc3c(c2)OCCO3)C1 (configuration not stated)	2	0	·	1.2	-0.4	-2.0	·	-2	3	-1
Cc1ccnc(NC(c2cccnc2)c2ccc3cccnc3c2O)c1 (configuration not stated)	2	11	29	-0.5	·	0.1	1	-5	71	-2
Cc1cc(NC(=O)c2ccccc2Cl)n(C(C)(C)C)n1	6	-3	31	i	-1.1	-0.3	-2	1	3	0
COc1ccc([C@@H]2CC=C(C(=O)O)[C@H](c3ccc(Cl)cc3)N2S(=O)(=O)c2ccc(Cl)cc2)cc1	-1	4	·	-0.4	1.4	1.6	·	-9	4	1
CCOC(=O)Cc1csc(NS(=O)(=O)c2ccc(Cl)cc2)n1	3	-6	1	-0.3	·	0.2	-3	-8	9	-3
Cc1cc(C)nc(SCC(=O)Nc2ncc(C(F)(F)F)cc2Cl)n1	2	-3	33	-4.1	·	-1.0	-6	-5	-7	2
COc1ccc(OC)c(C(=O)COC(=O)COc2ccccc2F)c1	3	·	·	-0.4	·	·	·	5	-13	-1
COC(=O)CSc1nc(SCc2ccc(C)cc2)nc2c1CCCC2	2	-2	13	-0.2	-1.1	-1.5	-5	-12	-65	-2
CCn1c(C)nc2cc(S(=O)(=O)C(F)(F)F)ccc21	2	6	-9	i	-1.0	1.8	4	1	7	0
COc1cc(NC(=O)CSc2ccc(-c3ccco3)nn2)cc(OC)c1	-5	-6	11	-1.7	-0.8	3.9	3	0	-7	2
Cc1ccc(NC(=O)Cn2nnc(C(=O)NCc3ccc4c(c3)OCO4)c2N)cc1	-70	-21	-17	-2.6	-0.8	-0.1	5	4	-14	5
CC(=O)Oc1c(C)c2c3c(c1OC(C)=O)[C@@H](C)CC[C@@H]3[C@@H](C)C[C@H]2C=C(C)C	-4	5	·	i	-0.9	3.1	·	3	-2	-1
CCOC(=O)C1(Cc2ccccc2C)CCCN(C(=O)CN2C(=O)CSC2=O)C1 (configuration not stated)	10	-8	-21	i	-1.2	-0.1	-1	-3	1	2
CNC(=O)/C(C#N)=C/c1c(N(Cc2ccccc2)Cc2ccccc2)nc2c(C)cccn2c1=O	-4	1	0	-0.3	2.3	0.1	7	8	14	3
CCc1ccccc1NC(=O)c1cccc(Oc2ccc([N+](=O)[O-])cc2Cl)c1	0	-34	14	-0.2	·	1.3	4	11	-4	-7
